FLuc modulator – inhibits or activates purified firefly luciferase, miR-21 counter-screen; P08659; purified FLuc, Km substrates, luminescence inhibition; Potency, µM (series often up to 57.5 µM), for inactives: top-dose activity change, negative = inhibition, hits mostly inhibitors; actives 6.9% (n = 360,000); AID 588342;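 further: plate controls were vehicle for no effect and reference inhibitor for full effect; nearly all actives have a fitted effect of over 55% in size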
Target sequence (P08659 whole entry, looked up): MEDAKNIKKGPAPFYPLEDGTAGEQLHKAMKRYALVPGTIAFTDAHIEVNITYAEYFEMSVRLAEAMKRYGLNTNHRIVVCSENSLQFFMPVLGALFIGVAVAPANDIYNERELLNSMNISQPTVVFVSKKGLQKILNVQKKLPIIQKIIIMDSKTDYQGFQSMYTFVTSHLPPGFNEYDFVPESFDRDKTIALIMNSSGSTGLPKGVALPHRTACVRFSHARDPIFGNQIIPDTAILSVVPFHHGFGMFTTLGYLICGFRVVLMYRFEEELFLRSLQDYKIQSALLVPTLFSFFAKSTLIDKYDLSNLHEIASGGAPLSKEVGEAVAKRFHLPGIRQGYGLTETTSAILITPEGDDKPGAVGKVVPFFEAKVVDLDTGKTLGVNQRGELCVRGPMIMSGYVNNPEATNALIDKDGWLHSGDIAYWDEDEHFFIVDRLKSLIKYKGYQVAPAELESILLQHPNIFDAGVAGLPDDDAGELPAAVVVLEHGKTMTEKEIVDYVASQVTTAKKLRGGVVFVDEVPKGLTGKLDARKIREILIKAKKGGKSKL
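Biochemical qHTS of compounds, final roughly 60 µM downward over six points, against 10 nM purified firefly luciferase using Km concentrations of substrates (10 uM D-luciferin, 10 uM ATP) in Tris acetate pH 7.5 buffer; luminescence output.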
RORgamma inh – blocks mouse ROR gamma transcriptional activity; P51450; actives 5.4% (n = 310,000); Drosophila S2 Gal4-RORgamma UAS-luciferase reporter, 20 h; Potency, µM (top dose mostly 53.6 µM), without a hit: at the highest dose activity change, negative = inhibition, most hits filed as inhibitors; further: on the % scale 0 is the no-effect control and ±100 the full control effect; nearly all actives have a fitted effect of over 60% in size
Target sequence (P51450 whole entry, looked up, the tested form may be a part): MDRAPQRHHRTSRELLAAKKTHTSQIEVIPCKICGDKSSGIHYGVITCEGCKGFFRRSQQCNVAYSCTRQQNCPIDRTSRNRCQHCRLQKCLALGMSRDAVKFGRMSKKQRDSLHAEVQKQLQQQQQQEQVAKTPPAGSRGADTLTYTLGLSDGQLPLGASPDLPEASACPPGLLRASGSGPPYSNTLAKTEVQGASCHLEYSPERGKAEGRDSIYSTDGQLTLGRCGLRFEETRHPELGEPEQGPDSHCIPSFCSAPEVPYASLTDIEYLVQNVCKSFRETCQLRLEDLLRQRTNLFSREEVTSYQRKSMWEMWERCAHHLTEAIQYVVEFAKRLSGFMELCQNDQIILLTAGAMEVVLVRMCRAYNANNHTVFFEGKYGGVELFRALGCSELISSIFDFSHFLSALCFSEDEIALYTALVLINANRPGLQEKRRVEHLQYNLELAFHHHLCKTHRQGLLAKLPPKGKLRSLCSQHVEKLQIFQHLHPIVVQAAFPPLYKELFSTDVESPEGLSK
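Schneider cells (Drosophila), stable Gal4 DBD–ROR gamma + UAS-luc; 1 hr cmpd preincubation; Cu2+ induction 700 uM final; 20 hr ambient; luminescence.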
ELG1 genotox – inducers of genotoxicity in HEK293T ELG1-luciferase cells; actives 1.3% (n = 330,000); Potency, µM (titrated, usually from 46 µM), without a hit: top-dose activity change, positive = activation, most hits filed as activators; HEK293T ELG1-luciferase reporter, luminescence, 16 h; AID 504466; further: % of control where 0% means no effect; nearly all actives have a fitted effect of over 60% in size
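DMSO vehicle served as control against compound-treated ELG1-luciferase HEK293T cells; exposure lasted 16 hr at 37 °C and 5% CO2, followed by ONE-Glo luminescence detection after 30 min.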
p53 reactivator – mutant p53 re-activation in reporter cells. actives 0.063% (n = 320,000). Potency, µM (highest dose often 92.2 µM), for the others: top-dose activity change, positive = activation, usual class: activators. H1299 p53-A138V BP100-luciferase reporter, luminescence, 24 h; further: % of control where 0% means no effect; nearly all actives have a fitted effect of over 45% in size
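H1299 (p53-null), stable ts p53-A138V + BP100-Luc; 1000 cells/well, Opti-MEM/10% FBS; cpd 4 pt, 1:5; 24 h, 37 deg C, 5% CO2; detection reagent 10 min RT; luminescence.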
MBNL1-CUG inh – inhibitors of human MBNL1 binding to CUG repeat RNA; Potency, µM (titrated, usually from 57.5 µM), without a hit: at the top dose activity change, negative = inhibition, hits mostly inhibitors; actives 0.036% (n = 280,000); TR-FRET MBNL1-His/biotin-(CUG)12 binding, 665/545 ratio; Q9NR56; active means well fitted inhibition curve with a large enough effect in the signal ratio, with a control signal flat, not every such curve was filed as active; inconclusive means small, poorly fitted or top-dose-only effect, or effect the other way, or a change in a side signal; inactive means no such curve, though single readings can be large or run the other way; the % refers to the signal ratio; further: on the % scale 0 is the no-effect control and ±100 the full control effect
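Ratiometric TR-FRET (665 over 545 nm, excitation 340 nm) tracks disruption of MBNL1-His/biotin-(CUG)12 complex after 60 min at room temperature, with compounds at 92 nM to 58 uM final.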
Rab9 prom act – activators of Rab9 promoter | Huh7 Rab9 promoter-luciferase reporter, luminescence, 24 h | Potency, µM (doses to about 9.22 µM), for the others: at the top dose activation, negative = inhibition, usual class: activators | actives 2.8% (n = 320,000); further: % of control where 0% means no effect; nearly all actives have a fitted effect of over 60% in size
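Stable Rab9-luc Huh7, 1500 cells/well, 2 h settle; cmpd in DMSO, 24 h, 37 °C/5% CO2; luciferase reagent 10 min RT; luminescence.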
uPA surface inh – blocks generation of uPA at the cell surface; AID 540303; Potency, µM (highest dose often 38.3 µM), for inactives: top-dose activity change, negative = inhibition, usual class: inhibitors; cell surface uPA generation assay, qHTS; actives 0.31% (n = 330,000); active means well fitted inhibition curve with a large enough effect; inconclusive means small, poorly fitted or top-dose-only effect; inactive means no such curve, though single readings can be large or run the other way; tested in mouse RAW 264.7 cells; further: on the % scale 0 is the no-effect control and ±100 the full control effect; nearly all actives have a fitted effect of over 55% in size
NPC1 promoter act – activators of NPC1 promoter | Huh7 NPC1 promoter luciferase reporter, 24 h | Potency, µM (titrated, usually from 9.22 µM), for the others: top-dose activation, actives largely listed as activators | actives 2.4% (n = 320,000) | AID 485313;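 further: % of control where 0% means no effect; nearly all actives have a fitted effect of over 60% in size; reporter is driven by a mutant NPC1 promoter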
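Quantitative HTS used a cell-based reporter: Huh7 cells stably bearing the NPC1 promoter upstream of luciferase were treated with compounds for 24 h, and promoter activation was read as luminescence.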
BRCA1 expr act – BRCA1 expression activation | AID 624202 | actives 1.1% (n = 380,000) | MCF7-BRCA1-FFLuc reporter, luminescence, 48 h; response scale: scaled: vehicle 0%, 10 µM genistein 100% | Potency, µM (highest dose often 46.1 µM), for inactives: top-dose activation, actives largely listed as activators; further: nearly all actives have a fitted effect of over 80% in size; some results filed as inactive show a strong effect at the top dose
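Quantitative HTS in MCF7 cells stably reporting BRCA1 expression via firefly luciferase. Compound treatment lasts 48 h at 37 °C in phenol-red free MEM. Activation is expressed relative to genistein at 10 microM and DMSO.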
MLL CXXC-DNA inh – inhibitors of human MLL CXXC domain-DNA interaction; AID 2662; MLL-CXXC / FITC-HOXA9 DNA fluorescence polarization; Potency, µM (series often up to 115 µM), for inactives: top-dose activity change, negative = inhibition, usual class: inhibitors; actives 0.037% (n = 290,000); Q03164; active means well fitted inhibition curve with a large enough effect in the polarisation, with a control signal flat, not every such curve was filed as active; inconclusive means small, poorly fitted or top-dose-only effect, or effect the other way, or a change in a side signal; inactive means no such curve, though single readings can be large or run the other way; the % refers to the polarisation
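Steps: dispense CXXC domain solution (7 uM) → pin compounds or unlabeled HOX-A9 DNA control → 5 min ambient → add FLSN-HOX-A9 solution (50 nM) → spin → 30 min ambient → fluorescence polarization. Tris pH 7.5/NaCl/DTT/BSA buffer.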
Gal4-VP16 FLuc – counter-screen for ROR gamma inhibitors: Gal4-VP16 reporter. Drosophila S2 Gal4-VP16 UAS-luciferase, luminescence, 20 h. Potency, µM (titrated, usually from 53.6 µM), without a hit: at the highest dose activity, negative = inhibition, most hits filed as inhibitors. actives 3.5% (n = 310,000). AID 2546;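 further: Gal4-VP16 expression switched on by copper sulfate through the metallothionein promoter; on the % scale 0 is the no-effect control and ±100 the full control effect; nearly all actives have a fitted effect of over 50% in size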
* marks the source's active call; other numbers are inactive results; u = inconclusive; x = no result given; & = joins results of further samples; [ ] = another dose, or the depositor's remark. Unless noted, the call rests on the fitted dose curve; in most records, active means well fitted curve in the direction sought with a large enough effect; inconclusive means small, poorly fitted or top-dose-only effect, or another doubt; inactive means no such curve, though single readings can be large; an effect the other way counts as inactive or inconclusive. Potency means the concentration at half of the fitted maximal effect. The list is partial, so the mix of outcomes need not match the whole.

SMILES	FLuc modulator	RORgamma inh	ELG1 genotox	p53 reactivator	MBNL1-CUG inh	Rab9 prom act	uPA surface inh	NPC1 promoter act	BRCA1 expr act	MLL CXXC-DNA inh	Gal4-VP16 FLuc
CCC(=O)N1CCc2nc(-c3ccccc3)sc2C1	u	31%	u	8%	21%	u	u	u	u	-1%	u
CCOC(=O)N1CCN(C(=O)/C(=C/c2ccccc2OC)NC(=O)c2ccccc2)CC1	-1%	-1%	12%	5%	3%	-1%	x	1%	-10%	4%	-12%
Cc1n[nH]c(=S)n1Cc1ccccc1	0%	-40%	2%	0%	0%	6%	2%	0%	7%	-12%	9%
C=CCN1C(=O)c2ccc(C(=O)N3CCN(S(=O)(=O)c4cccc(F)c4)CC3)cc2C1=O	-4%	x	0%	-1%	x	8%	0%	-5%	-12%	x	x
COc1ccccc1NC1=NC(c2ccc(Cl)cc2)N=C(N)N1 (stereo not given)	1%	2%	-2%	-3%	7%	-25%	x	-32%[inhibitor]	-104%[inhibitor]	-4%	-6%
Cc1ccc(S(=O)(=O)n2cnc3ccccc32)cc1[N+](=O)[O-]	-2%	1%	0%	-3%	28%	2%[1.84 µM]	-18%	-3%	-4%	u	-2%
COC(=O)[C@@]1(Cc2ccccc2)[C@H]2c3cc(C(=O)N4CCCC4)n(Cc4ccsc4Br)c3C[C@H]2CN1C(=O)c1ccccc1	u	30%&18%	u	-6%	5%	-4%	x	-4%	x	23%	6%&4%
COc1cccc(NC(=S)N2CCN(S(=O)(=O)c3ccccc3)CC2)c1	2%	-38%	-1%	-5%	-3%	2%	-4%	1%	3%	18%	1%
C/C(Cl)=C/Cn1c(N2CCCC2)nc2c1c(=O)n(C)c(=O)n2C	6%	14%	-6%	-7%	-11%	-2%	-2%	-5%	9%	5%	-6%
Nc1nonc1C(=O)NCCNCc1ccccc1OCc1ccccc1F	0%	u	-6%	1%	1%	-7%	-6%	7%	-43%	-3%	u
O=C(Cn1nc(-c2cccc([N+](=O)[O-])c2)c2ccccc2c1=O)Nc1cccnc1	2%	-21%	0%	7%	u	12%	-6%	-2%	-4%[1.84 µM]	-5%	-6%
Cc1cccc(NC(=O)c2c(F)c(F)c(F)c(F)c2F)c1	2%	-9%	-5%	1%	0%	-1%	-6%	5%	-2%	13%	-4%
COc1ccc2c3c(c(=O)oc2c1)C1O[C@](CCCCN2C(=O)c4ccccc4C2=O)(Cc2cc(OC)c(OC)cc21)O3	-8%[11.5 µM]	5%[10 µM]	x	x	-4%[11.5 µM]	2%[1.84 µM]	x	3%[1.84 µM]	x	-20%[23 µM]	2%[10 µM]
CCN1CCN(CCCNC(=O)c2ccc(NC(=O)C3=C(C)OCCS3)cc2)CC1	1%	-11%	3%	1%	-2%	-2%	2%	-2%	8%	-4%	1%
CC(=O)Nc1ccc(NC(=O)CNC(=O)c2sc3ccccc3c2Cl)cc1	2%	x	8%	5%	x	3%	0%	-1%	6%	x	x
COc1cccc(-n2c(=O)c3sccc3n(CC(=O)NCC3CCCO3)c2=O)c1 (stereo not given)	4%	-6%	6%	-8%	9%	0%	4%	-1%	2%	33%[activator]	2%
Cc1ccc(S(=O)(=O)NC(C(=O)Oc2ccc3c(C)c(Cl)c(=O)oc3c2)c2ccccc2)cc1 (stereo not given)	2%	26%	4%	22%	25%	-1%	-2%	-1%	3%	5%	23%
CN(C)CCCNC(=S)N1CCC(c2nc3ccccc3[nH]2)CC1	0%	-1%[1.91 µM]	2%	x	-5%	6%	9%	4%	3%	2%	-7%
Cc1ccc2cc3c(N)c(C(=O)N4CCOCC4)sc3nc2c1	2.4µM*	u	1.2µM*	x	u	4µM*	-5%	0.32µM*	-34%	10%	u
Cc1c(NC(=O)C(C)OC(=O)CCc2ccccc2)c(=O)n(-c2ccccc2)n1C (stereo not given)	-1%	19%	0%	-3%	-22%	1%	2%	-3%	-17%	10%	-10%
CCN1CCN(CCOc2cccc(Cl)c2Cl)CC1	-3%	29%	-5%	-4%	-26%	-12%	5%	-17%	7%	u	-11%
COCCCNC(=O)CCn1c(=O)c2ccccc2n(CC(=O)NCCc2ccc(OC)c(OC)c2)c1=O	-1%	0%	0%	-2%	7%	4%	1%	-3%	1%	2%	-1%
CCn1cc(C2=NOC(C(=O)Nc3c(C)nn(Cc4ccc(F)cc4)c3C)C2)c(C)n1 (stereo not given)	0%	-8%	-2%	-10%	-4%	3%	3%	-2%	3%	4%	6%
CCOC(=O)C1CCN(C(=O)CCC2CCCC2)CC1	4%	9%	-1%	2%	-3%	4%	22%	-2%	18%	-12%	-15%
COc1cc(NC(=O)NCC2CCN(Cc3ccccc3C)CC2)cc(OC)c1OC	5%	-2%	1%	1%	-4%	-3%	0%	-3%	-4%	16%	8%

Given as labelled records: entries from further up.
C=CCN1C(=O)c2ccc(C(=O)N3CCN(S(=O)(=O)c4cccc(F)c4)CC3)cc2C1=O
- FLuc modulator: -4%
- RORgamma inh: x
- ELG1 genotox: 0%
- p53 reactivator: -1%
- MBNL1-CUG inh: x
- Rab9 prom act: 8%
- uPA surface inh: 0%
- NPC1 promoter act: -5%
- BRCA1 expr act: -12%
- MLL CXXC-DNA inh: x
- Gal4-VP16 FLuc: x

CCN1CCN(CCOc2cccc(Cl)c2Cl)CC1
- FLuc modulator: -3%
- RORgamma inh: 29%
- ELG1 genotox: -5%
- p53 reactivator: -4%
- MBNL1-CUG inh: -26%
- Rab9 prom act: -12%
- uPA surface inh: 5%
- NPC1 promoter act: -17%
- BRCA1 expr act: 7%
- MLL CXXC-DNA inh: u
- Gal4-VP16 FLuc: -11%

CCOC(=O)N1CCN(C(=O)/C(=C/c2ccccc2OC)NC(=O)c2ccccc2)CC1
- FLuc modulator: -1%
- RORgamma inh: -1%
- ELG1 genotox: 12%
- p53 reactivator: 5%
- MBNL1-CUG inh: 3%
- Rab9 prom act: -1%
- uPA surface inh: x
- NPC1 promoter act: 1%
- BRCA1 expr act: -10%
- MLL CXXC-DNA inh: 4%
- Gal4-VP16 FLuc: -12%

COCCCNC(=O)CCn1c(=O)c2ccccc2n(CC(=O)NCCc2ccc(OC)c(OC)c2)c1=O
- FLuc modulator: -1%
- RORgamma inh: 0%
- ELG1 genotox: 0%
- p53 reactivator: -2%
- MBNL1-CUG inh: 7%
- Rab9 prom act: 4%
- uPA surface inh: 1%
- NPC1 promoter act: -3%
- BRCA1 expr act: 1%
- MLL CXXC-DNA inh: 2%
- Gal4-VP16 FLuc: -1%

Going on with the list:
SMILES	FLuc modulator	RORgamma inh	ELG1 genotox	p53 reactivator	MBNL1-CUG inh	Rab9 prom act	uPA surface inh	NPC1 promoter act	BRCA1 expr act	MLL CXXC-DNA inh	Gal4-VP16 FLuc
CCOC(=O)c1c(C)[nH]c(C(=O)COC(=O)CSCC(=O)N(CC)CC)c1C	-18%	16%	-6%	-5%	-7%	4%	1%	1%	-10%	-17%	2%
O=C(N/N=C/c1cc([N+](=O)[O-])ccc1O)Nc1ccccc1	u	4.5µM*	-8%	2%	u	-1%	2%	-4%	-35%	u	22µM*
CCOC(=O)c1c(CN2CCCCC2C)oc2ccc(OC)cc12 (stereo not given)	2%	-18%	-1%	-10%	1%	3%	x	-5%	-2%	9%	-1%
CCOC(=O)C1(Cc2ccccc2C)CCCN(C(=O)CCn2nccc2C)C1 (stereo not given)	5%	-7%	-2%	-1%	-12%	-2%	1%	-3%	0%	-18%	0%
COc1ccccc1N1CCN(CC(O)COc2ccc(C)c(C)c2)CC1 (stereo not given)	1%	13%	-4%	-6%	-8%	-6%	1%	-3%	-19%	4%	2%
COc1cc(/C=N/NS(=O)(=O)c2ccc3ccccc3c2)ccc1OCc1ccc(C(=O)O)cc1	0.34µM*	-45%	u	-9%	x	2µM*	1%	0.63µM*	u	-5%	u
Cc1ccc(C)n1-c1ccc(N2CCOCC2)cc1	3%	u	11%	17%	16%	-12%	-4%	1%	-17%	-4%	-7%

Compound activity from PubChem.
